Screens: PubChem, National Center for Advancing Translational Sciences (NCATS)
EPAC2 agonist = agonists of human EPAC2 (RAPGEF4); Q8WZA2; AID 720711; 0.079% of 360,000 active; Potency, µM (titrated, usually from 154 µM), for the others: at the highest dose activation, actives largely listed as activators; EPAC2 activation, biochemical qHTS; response scale: 100% = 6.5 mM cAMP response; further: potency means the concentration at half of the fitted maximal effect; nearly all actives have a fitted effect of over 50% in size
Target sequence (Q8WZA2 whole entry, looked up): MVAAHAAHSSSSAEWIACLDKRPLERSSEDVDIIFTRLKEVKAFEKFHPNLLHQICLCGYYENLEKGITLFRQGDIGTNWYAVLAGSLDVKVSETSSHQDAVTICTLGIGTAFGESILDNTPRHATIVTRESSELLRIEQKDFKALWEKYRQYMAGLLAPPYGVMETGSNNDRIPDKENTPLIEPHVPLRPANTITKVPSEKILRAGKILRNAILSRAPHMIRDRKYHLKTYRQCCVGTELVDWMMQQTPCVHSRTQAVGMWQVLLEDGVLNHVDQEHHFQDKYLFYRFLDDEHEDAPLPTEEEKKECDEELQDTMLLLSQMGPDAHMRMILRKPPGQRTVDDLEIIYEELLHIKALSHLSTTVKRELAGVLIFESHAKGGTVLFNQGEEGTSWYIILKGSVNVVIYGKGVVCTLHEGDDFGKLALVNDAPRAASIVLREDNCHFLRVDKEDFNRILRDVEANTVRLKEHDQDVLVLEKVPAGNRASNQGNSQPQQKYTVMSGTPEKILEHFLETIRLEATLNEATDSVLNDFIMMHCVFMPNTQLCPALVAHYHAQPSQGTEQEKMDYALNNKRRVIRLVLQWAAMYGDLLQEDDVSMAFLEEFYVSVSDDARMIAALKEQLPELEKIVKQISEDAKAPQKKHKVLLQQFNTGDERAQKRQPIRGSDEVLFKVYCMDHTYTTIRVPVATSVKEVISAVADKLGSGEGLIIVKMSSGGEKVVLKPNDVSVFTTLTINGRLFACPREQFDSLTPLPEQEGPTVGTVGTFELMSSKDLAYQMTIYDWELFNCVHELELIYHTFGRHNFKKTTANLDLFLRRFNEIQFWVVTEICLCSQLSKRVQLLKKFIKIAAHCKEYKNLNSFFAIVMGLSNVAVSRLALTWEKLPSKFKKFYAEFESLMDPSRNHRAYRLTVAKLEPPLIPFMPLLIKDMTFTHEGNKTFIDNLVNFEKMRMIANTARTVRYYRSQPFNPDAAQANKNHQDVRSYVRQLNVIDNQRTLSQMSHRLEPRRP
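Fluorescence exchange assay: 100 nM EPAC2 with 250 nM RAP1B-BODIPY-GDP and 50 uM GDP; compounds tested as a concentration-titration series (qHTS). Loss of Rap1-bound BODIPY-GDP fluorescence read at 480/540 nm; data normalized to 6.5 mM cAMP.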
DRD3 antagonist = D3 dopamine receptor (human) antagonism; 2.5% of 360,000 active; P35462; max response, negative = inhibition, %; AID 652054; D3R cells, DiscoveRx beta-arrestin luminescence, antagonist mode; active compounds read low; in the data active means max response below about -50%; inconclusive means no clear call, values can overlap the other calls; further: on the % scale 0 is the no-effect control and ±100 the full control effect; mostly tested at two doses, the higher about 12 µM
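Cells expressing the human receptor were seeded at 1500 cells/well, incubated overnight at 37 degrees C in 5% CO2, then exposed to library compounds with dopamine controls for 90 minutes at 37 degrees C before luminescent detection.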
TDP43 rescue = TDP-43 toxicity inhibition in yeast | AID 652104 | Potency, µM (titrated, usually from 46.1 µM), for the others: top-dose growth rescue (activation), usual class: activators | 1.8% of 410,000 active | TDP-43 expressing yeast growth rescue, BacTiter-Glo, 24 h; further: potency means the concentration at half of the fitted maximal effect; % of control where 0% means no effect; nearly all actives have a fitted effect of over 50% in size
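Yeast expressing TDP-43 (pregrown in raffinose, seeded at OD600=0.02 in galactose medium) exposed to compounds 24 hr at 30 deg C. Growth read by BacTiter-Glo luminescence; rescue of toxicity appears as increased signal.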
EPAC2 antagonist = antagonists of human EPAC2; EPAC2 GEF exchange of Rap1B-BODIPY-GDP, fluorescence; Potency, µM (series often up to 114 µM), for the others: top-dose activity, negative = inhibition, hits mostly inhibitors; 0.18% of 360,000 active; AID 720708; further: potency means the concentration at half of the fitted maximal effect; on the % scale 0 is the no-effect control and ±100 the full control effect; nearly all actives have a fitted effect of over 45% in size; many of its hits are not listed in these tables
D3 ag = activates the human D3 dopamine receptor; D3R DiscoveRx beta-arrestin cells, luminescence, 90 min; AID 652048; P35462; max activation, %; 0.58% of 410,000 active; in the data active means max activation above about 30%; further: 0% is about no effect; mostly tested at two doses, the higher about 12 µM
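Agonist mode: compounds and dopamine controls were applied to plated cells for 90 min at 37 degrees C after an overnight attachment at 1500 cells/well. Luminescent read-out followed 30 - 60 minutes at room temperature with DiscoveRx detection reagent.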
FUS suppressor = FUS proteinopathy suppression in yeast. S. cerevisiae FUS-expressing, growth rescue, OD600, 24 h. Potency, µM (doses to about 76.6 µM), for inactives: at the top dose growth rescue (activation), usual class: activators. 0.24% of 390,000 active;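 further: potency means the concentration at half of the fitted maximal effect; plate controls were DMSO vehicle for no effect and reference control for full effect; nearly all actives have a fitted effect of over 55% in size; some results filed as inactive show a strong effect at the top dose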
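Yeast expressing FUS under galactose induction, OD 0.005 in 2% galactose medium; compounds in a dilution series, 24 h at 30C. Growth rescue by absorbance at 600 nm; CP55940 positive control, DMSO negative.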
Abeta yeast res = A-beta toxicity reversal in yeast | yeast expressing A-beta42, growth rescue, OD600, 48 h; response scale: 0% DMSO, 100% iron-clioquinol control | Potency, µM (highest dose often 46.1 µM), without a hit: at the top dose growth rescue, actives largely listed as activators | 0.063% of 410,000 active; further: potency means the concentration at half of the fitted maximal effect; nearly all actives have a fitted effect of over 55% in size
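Growth rescue measured by 600 nm absorbance after 48 h yeast culture at 30 C with compound. Values normalized between DMSO and an equimolar ferric chloride plus clioquinol control.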
aSyn yeast inh = inhibitors of alpha-synuclein toxicity in yeast. Yeast expressing alpha-synuclein, growth rescue, BacTiter-Glo, 24 h. Potency, µM (titrated, usually from 46.1 µM), inactives show top-dose growth rescue (activation), hits mostly activators. 0.14% of 370,000 active. AID 652106; further: potency means the concentration at half of the fitted maximal effect; % of control where 0% means no effect; nearly all actives have a fitted effect of over 65% in size
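Rescue of yeast growth: cells expressing toxic alpha-synuclein, induced in galactose at OD600 0.02, incubated with compound 24 h at 30 C. ATP luminescence quantified growth; inhibitors of toxicity appear as activators.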
* hit, by the source's call; ? = inconclusive; . = not tested or not shown; [ ] = another dose, or the depositor's remark. Unless noted, the call rests on the fitted dose curve; in most records, active means well fitted curve in the direction sought with a large enough effect; inconclusive means small, poorly fitted or top-dose-only effect, or another doubt; inactive means no such curve, though single readings can be large; an effect the other way counts as inactive or inconclusive. Not all compounds are listed (hit frequency here may not be typical).

SMILES	EPAC2 agonist	DRD3 antagonist	TDP43 rescue	EPAC2 antagonist	D3 ag	FUS suppressor	Abeta yeast res	aSyn yeast inh
N#C/C(=C\c1c(N(Cc2ccccc2)Cc2ccccc2)nc2ccccn2c1=O)C(N)=O	3%	7	4%	-13%	0	36%	14%	1%
O=C(NC1CCCc2ccccc21)c1ccc(Br)cc1 (stereo not given)	-2%	24	4%	7%	3	.	10%	12%
Nc1ccc(N)c(C(=O)O)c1	8%	-15	-5%	-7%	4	12%	10%	-10%
O=C(/C=C/c1cccc(Cl)c1)NNC(=O)c1ccncc1	6%	-15	3%	2%	-2	-4%	6%	-8%
CCC1S/C(=N/N=C/c2ccco2)N(Cc2ccc(F)cc2)C1=O (stereo not given)	5%	-10	-4%	0%	0	9%	-2%	-4%
CCOc1ccc(NC(=O)CCS(=O)(=O)c2ccc3c(c2)CCCN3C(=O)CC)cc1	1%	-1	7%	9%	-5	11%	-1%	-3%
CCC(Sc1nc2nccnc2c(=O)n1Cc1ccccc1Cl)C(=O)NC1CCCCC1 (stereo not given)	.	.	8%	.	-1	17%	3%	.
Cc1cc(C)n(CCCN2CCC(C(=O)Nc3cccc(-c4cccc(F)c4)c3)CC2)n1	4%	-20	21%	2%	-29	.	7%	0%
Cc1cccc(OCC(O)Cn2c(NCc3cccnc3)nc3c2c(=O)[nH]c(=O)n3C)c1 (stereo not given)	7%	58	-18%	0%	-16	20%	-15%	-18%
Cc1noc(C)c1C(=O)NCc1ccco1	12%	14	-9%	2%	4	14%	8%	4%
CCc1cc(=O)oc2cc(O[C@@H]3O[C@H](CO)[C@@H](O)[C@H](O)[C@H]3O)c(Cl)cc12	8%	8	16%	0%	0	-5%	11%	-1%
COc1ccc(CN(C)CC(=O)Nc2cccc(S(N)(=O)=O)c2)c(OC)c1OC	9%	-15	-8%	-18%	-7	-5%	.	-5%
CC1=C(C(=O)OC(C)C)C(c2cccnc2)n2ncnc2N1 (stereo not given)	5%	9	8%	-9%	1	-17%	4%	?
CCOC(=O)N1CCN(C(=O)C[C@@H]2C[C@@]3(C(=O)OCC)CCC=C3N(Cc3cccc4ccccc34)C2=O)CC1	6%	3	16µM*	-20%	-3	47%	8%	17%
O=C(Nc1nccs1)c1ccc(NC(=O)C2CC=CCC2C(=O)O)cc1 (stereo not given)	5%	?	12%	1%	-8	-22%	3%	-4%
O=C1CCC/C=C\C[C@@H](CC(=O)N(CCO)Cc2ccccc2)C(=O)N[C@H](c2ccccc2)CO1	7%	-5	19%	3%	2	7%	-4%	0%
O=C(c1ccccc1)N1N=C(c2ccccc2)CC1(O)C(F)(F)F (stereo not given)	7%	4	23%	-10%	-1	-11%	0%	2%
Cc1oc(-c2cccc(Br)c2)[n+]([O-])c1C	10%	-1	11%	2%	-4	-3%	-15%	2%
Cn1c2ccccc2c2c(C(=O)N3CCN(c4ccccc4)CC3)cn(C3CCCC3)c(=O)c21	19%	-9	?	-4%	-15	?	5%	12%
Cc1ccc(NC(=O)c2sc3nc4c(c(-c5ccco5)c3c2N)CCC4)cc1	-72%[inhibitor]	-19	14%	21%	-5	34%	3%	3%
Cc1nc2c(C(=O)NCCc3ccc(Cl)cc3)c[nH]n2c(=O)c1Cc1ccccc1F	.	.	14%	.	-9	30%	4%	.
CCOC(=O)N1CCC(C(=O)Nc2ccc(OCC)cc2)CC1	3%	-1	20%	1%	3	-10%	-1%	3%
CCOc1ccc(C=O)cc1CN1CCCCC1	6%	-10	-11%	-8%	1	9%	0%	-2%
O=C(C1CCN(c2nc(-c3ccccc3)nc3c2CCC3)CC1)N1CCC(O)CC1	-1%	2	-8%	-6%	-8	12%	8%	0%
CCC(Oc1ccccc1)C(=O)Nc1ncc([N+](=O)[O-])s1 (stereo not given)	2%	8	-91%[inhibitor]	-8%	3	-20%	-65%[inhibitor]	-31%[inhibitor]
CC(C)(C)NC(=O)N1CCN(c2nc(-c3ccccc3)ns2)CC1	9%	-2	10%	0%	4	-12%	2%	0%
CCOC(=O)c1ccc(NC(=S)Nc2cccc(C)n2)cc1	-4%	0	-5%	-6%	13	.	2%	-7%
COc1ccc(/C=C/c2noc(-c3ccccc3O)n2)cc1OC	.	.	10%	.	-3	3%	-18%	.
Cc1ccc(CNC(=O)C(=O)NCCC2CCCCN2S(=O)(=O)c2ccc(C)cc2)cc1 (stereo not given)	9%	0	19%	-15%	-4	.	2%	5%
O=C(Nc1ccccc1N1CCOCC1)c1cccc([N+](=O)[O-])c1	3%	5	18%	13%	2	-2%	-4%	-7%

In another format: results already given.
Every second line gives: EPAC2 agonist | DRD3 antagonist | TDP43 rescue | EPAC2 antagonist | D3 ag | FUS suppressor | Abeta yeast res | aSyn yeast inh
CCC(Oc1ccccc1)C(=O)Nc1ncc([N+](=O)[O-])s1 (stereo not given)
 : 2% | 8 | -91%[inhibitor] | -8% | 3 | -20% | -65%[inhibitor] | -31%[inhibitor]
CC(C)(C)NC(=O)N1CCN(c2nc(-c3ccccc3)ns2)CC1
 : 9% | -2 | 10% | 0% | 4 | -12% | 2% | 0%
CCOC(=O)c1ccc(NC(=S)Nc2cccc(C)n2)cc1
 : -4% | 0 | -5% | -6% | 13 | . | 2% | -7%
COc1ccc(/C=C/c2noc(-c3ccccc3O)n2)cc1OC
 : . | . | 10% | . | -3 | 3% | -18% | .
Cc1ccc(CNC(=O)C(=O)NCCC2CCCCN2S(=O)(=O)c2ccc(C)cc2)cc1 (stereo not given)
 : 9% | 0 | 19% | -15% | -4 | . | 2% | 5%
O=C(Nc1ccccc1N1CCOCC1)c1cccc([N+](=O)[O-])c1
 : 3% | 5 | 18% | 13% | 2 | -2% | -4% | -7%

Following part
SMILES	EPAC2 agonist	DRD3 antagonist	TDP43 rescue	EPAC2 antagonist	D3 ag	FUS suppressor	Abeta yeast res	aSyn yeast inh
COc1ccc(CCNC(=O)CC2Nc3ccccc3NC2=O)cc1OC (stereo not given)	4%	6	7%	5%	1	?	6%	-2%
CCOc1ccc(NC(=O)C2CCN(S(=O)(=O)CC)CC2)cc1	17%	3	9%	0%	4	-4%	3%	-2%
O=C(Nc1ccccc1-c1nc2ccccc2s1)c1ccco1	10%	2	9%	11%	0	2%	17%	1%
Cc1cc(SCc2ccccc2C)nc(=O)[nH]1	8%	10	15%	-3%	1	-6%	-5%	5%
CC1=C(C(=O)Nc2ccc(C)cc2C)C(C(C)C)n2nc(SCc3ccccc3Cl)nc2N1 (stereo not given)	.	.	9%	.	-8	-31%	-6%	.
Cc1ccc(C2C3=C(CC(C)(C)CC3=O)Nc3onc(C)c32)cc1 (stereo not given)	5%	?	13%	-3%	7	4%	14%	5%
CCC(C)C1(C2CCCC2)NC(=O)NC1=O (stereo not given)	8%	2	-9%	8%	-4	10%	9%	0%
COc1ccc(Oc2c(Cl)cnn(-c3ccccc3)c2=O)cc1	-10%	-3	?	-3%	-3	-9%	21%	1%
Cc1ccc(NS(=O)(=O)c2ccc(Br)s2)cc1S(=O)(=O)N1CCOCC1	7%	1	-11%	-4%	-4	23%	18%	7%
Oc1ccc(-c2csc(Nc3ccccn3)n2)c(O)c1	12%	-4	20µM*	6%	-7	-1%	-43%[inhibitor]	-6%

Ordered by heavy-atom count (falling): some entries from above.
SMILES	EPAC2 agonist	DRD3 antagonist	TDP43 rescue	EPAC2 antagonist	D3 ag	FUS suppressor	Abeta yeast res	aSyn yeast inh
Cc1ccc(NC(=O)c2sc3nc4c(c(-c5ccco5)c3c2N)CCC4)cc1	-72%[inhibitor]	-19	14%	21%	-5	34%	3%	3%
CCC1S/C(=N/N=C/c2ccco2)N(Cc2ccc(F)cc2)C1=O (stereo not given)	5%	-10	-4%	0%	0	9%	-2%	-4%
CCOC(=O)c1ccc(NC(=S)Nc2cccc(C)n2)cc1	-4%	0	-5%	-6%	13	.	2%	-7%
CCC(Oc1ccccc1)C(=O)Nc1ncc([N+](=O)[O-])s1 (stereo not given)	2%	8	-91%[inhibitor]	-8%	3	-20%	-65%[inhibitor]	-31%[inhibitor]

The list goes on:
SMILES	EPAC2 agonist	DRD3 antagonist	TDP43 rescue	EPAC2 antagonist	D3 ag	FUS suppressor	Abeta yeast res	aSyn yeast inh
NS(=O)(=O)c1ccc(CNC(=O)CNC(=O)c2ccc(F)cc2)cc1	11%	-4	6%	-1%	1	-15%	-4%	-1%
CCCc1cnc(N2CCN(S(C)(=O)=O)CC2)nc1	7%	3	14%	1%	5	0%	7%	1%
Cc1ccc(NC(=O)CN2C(=O)c3ccccc3Sc3ccc(C(=O)N4CCOCC4)cc32)cc1C	.	.	15%	.	3	?	14%	.
CCCN1CCN(C(=S)Nc2ccc(SC(F)F)cc2)CC1	6%	-26	-5%	1%	1	8%	-9%	-8%
CC(NC(=O)c1ccco1)c1ccc2c(c1)OCCO2 (stereo not given)	-1%	2	-15%	1%	2	-11%	2%	3%
CN(Cc1ccccc1)C(=O)CCC1CCN(C(=O)c2ccccc2C(F)(F)F)CC1	4%	20	14%	9%	-7	13%	21%	8%
Cc1nn(-c2ccccc2)c2sc(C(=O)OCn3nnc4ccccc4c3=O)cc12	13%	2	1%	-1%	-3	-8%	-17%	1%
COc1ccc(C(=S)N2CCOCC2)cc1OC(=O)c1ccccc1Cl	12%	-17	?	-17%	-5	?	16%	9%
Cc1ccc(S(=O)(=O)NCCNC(=O)c2cc(OCC(F)(F)F)ccc2OCC(F)(F)F)cc1	-17%	25	5%	13%	2	11%	13%	-8%
O=C(NN=C1CCN(Cc2ccccc2)CC1)c1ccccc1O	10%	-2	18%	3%	-6	-1%	-27%	-3%
CCC(=O)N1CCc2cc(Br)cc(S(=O)(=O)NC3CCN(Cc4ccccc4)CC3)c21	-1%	9	-27%	-6%	-29	-15%	-15%	4%
